From PubChem
CYP2C9 activ: human CYP2C9 activators, primary screen, biochemical, luminescence; Cytochrome P450 2C9 (Homo sapiens), P11712; recombinant CYP2C9, luciferin-H conversion; active compounds read high; factor 1 = untreated enzyme, 0 = blocked; activation factor at 5 µM; 1.4% of 96,000 active;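 active = activation factor of 2 or more for CYP2C9 at a 5 µM dose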;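 note: 0 = sulfaphenazole-blocked wells and 1 = vehicle-only wells; values of inactives mirror those of a sister screen read the other way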
TNFa cytotox: cytotoxicity in TNFa-stimulated HUVEC, primary screen, cytotoxicity control for VCAM1 expression modulator project, imaging, Hoechst nuclei count; HUVEC TNFalpha-stimulated, Hoechst cell count; cell count reduction, % at 2 µM; 0.17% of 93,000 active;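 active = cell count reduction exceeding the screen mean by over 5 SD, scaled to untreated wells per plate, cut at about 78% in these data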;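 note: cells counted after 24 h of TNF alpha exposure following the 1 h pretreatment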
HUVEC tox IL1B: cytotoxicity in IL-1B stimulated HUVEC, primary screen, cytotoxicity control for IL-1B NFkB translocation project, imaging, Hoechst nuclear count, IL-1B stimulus; 0.41% of 94,000 active; HUVEC cell count loss; cell count reduction, % at 2 µM; AID 845, 2007;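 active = cell count reduction more than 3 SD above the screen-wide mean, cut at about 70% in these data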;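 note: normalized per plate to untreated control cells as the no-loss baseline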
Candida biofilm: clotrimazole potentiators killing Candida biofilms, primary screen, with clotrimazole, Alamar Blue; inhibition, % at 6 µM; AID 834, 2007; 0.14% of 85,000 active; C. albicans biofilm + clotrimazole;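 active = inhibition above 20%; inactive = inhibition below 20%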;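 note: preformed 24 hr biofilms exposed to compound for 48 hr; 0% = biofilm without compound and 100% = blank killed by clotrimazole plus chlorhexidine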
hDAT+cocaine: changed hDAT dopamine uptake under cocaine IC80, either direction, primary screen, cocaine antagonist project, cell-based, LLC-PK1 hDAT, [14C]-dopamine uptake, MLSMR. B-score at 10 µM. AID 449768, 2010. Sodium-dependent dopamine transporter (Homo sapiens), Q01959. 1.3% of 110,000 active. LLC-PK1 hDAT cells, [14C]-dopamine uptake with cocaine IC80; actives deviate in either direction;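 active = Z score or B-score, a plate-position-corrected score, falls beyond the plate's 99.7% confidence bounds, in either direction; inactive = both scores lie inside the 99.7% bounds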;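 note: scored against the spread of the other compound wells on the same plate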
Target sequence (Q01959 whole entry, looked up): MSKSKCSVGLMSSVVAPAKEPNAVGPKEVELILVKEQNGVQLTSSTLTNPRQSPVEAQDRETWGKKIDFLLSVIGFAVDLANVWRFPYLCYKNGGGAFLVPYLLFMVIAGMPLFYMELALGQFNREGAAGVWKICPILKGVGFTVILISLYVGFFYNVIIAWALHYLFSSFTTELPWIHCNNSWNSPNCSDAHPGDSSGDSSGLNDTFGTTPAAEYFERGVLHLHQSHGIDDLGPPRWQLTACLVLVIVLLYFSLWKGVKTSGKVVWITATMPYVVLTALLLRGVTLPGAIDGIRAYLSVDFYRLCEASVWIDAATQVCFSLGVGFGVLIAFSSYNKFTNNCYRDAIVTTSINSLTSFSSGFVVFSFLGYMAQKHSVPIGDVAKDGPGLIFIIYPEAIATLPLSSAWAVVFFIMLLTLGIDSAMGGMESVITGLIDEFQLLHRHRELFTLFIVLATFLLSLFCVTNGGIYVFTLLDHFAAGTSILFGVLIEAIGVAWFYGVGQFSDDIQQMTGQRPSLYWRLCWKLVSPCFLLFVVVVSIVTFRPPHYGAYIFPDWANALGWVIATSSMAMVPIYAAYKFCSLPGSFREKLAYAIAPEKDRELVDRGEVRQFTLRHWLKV
CYP2C9 inhib: blockers of cytochrome P450 2C9 activity – biochemical, luminescence, ADME assay, primary screen. P11712. CYP2C9 Supersomes, luciferin-H conversion. inhibition, % at 5 µM. 20% of 96,000 active;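 active = blocking of liver enzyme CYP2C9 beyond about 50% at 5 µM, limit read from the data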; note: values of inactives mirror those of a sister screen read the other way
VCAM1 TNFa inh: inhibitors of TNFa-induced VCAM1 expression, primary screen, imaging, HUVEC, TNFa stimulus, immunofluorescence; HUVEC TNFa-induced VCAM-1 immunofluorescence, high-content imaging; 0.48% of 95,000 active; inhibition, % at 2 µM;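 active = inhibition above the batch mean plus 3 SD, with images confirmed as a hit by eye, cut at about 37% in these data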;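 note: 0% = TNF-stimulated DMSO wells and 100% = unstimulated control wells; not every result past the cut was called active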
CYP2C19 inhib: blockers of cytochrome P450 2C19 activity – biochemical, luminescence, ADME assay, primary screen | P33261 | CYP2C19 Supersomes, luciferin-H EGE luminescence, 30 min | inhibition, % at 5 µM | 21% of 96,000 active | AID 778, 2007;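 active = CYP2C19 inhibition above a set limit at 5 µM in the primary screen, cut at about 50% in these data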;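 note: plate controls were negative control wells for no effect and 2.5 mM tranylcypromine positive control for full effect; values of inactives mirror those of a sister screen read the other way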
CYP2C19 activ: human CYP2C19 activators, primary screen, biochemical, luminescence | Cytochrome P450 2C19 (Homo sapiens), P33261 | recombinant CYP2C19, luciferin-H EGE luminescence; active compounds read high; 0 = fully inhibited enzyme, 1 = untreated enzyme | activation factor at 5 µM | 96,000 tested, under 10 active;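 active = activation factor of at least 2 at 5 µM in the primary screen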;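 note: 0 = wells with 2.5 mM tranylcypromine and 1 = vehicle-only wells; values of inactives mirror those of a sister screen read the other way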
The depositor's hits bear a star; · = no result given.

The opening 3 records as a preview:
SMILES	CYP2C9 activ	TNFa cytotox	HUVEC tox IL1B	Candida biofilm	hDAT+cocaine	CYP2C9 inhib	VCAM1 TNFa inh	CYP2C19 inhib	CYP2C19 activ
CC(Oc1ccccc1)c1ccnc2nc(/N=C/N(C)C)nn12 (stereo unspecified)	1.2	5	-22	·	0.73	-16	-2	3	1
CCOC(=O)CSc1nnc2n(C3CCCCC3)c(=O)c3c4c(sc3n12)CCCC4	0.4	·	·	-7	0.11	63*	·	54*	0.5
Cc1ccc(S(=O)(=O)NC(CC(C)C)C(=O)Nc2nccs2)cc1 (stereo unspecified)	0.2	-16	7	-2	-0.24	81*	-7	43	0.6

Results, repeating the preview:
SMILES	CYP2C9 activ	TNFa cytotox	HUVEC tox IL1B	Candida biofilm	hDAT+cocaine	CYP2C9 inhib	VCAM1 TNFa inh	CYP2C19 inhib	CYP2C19 activ
CC(Oc1ccccc1)c1ccnc2nc(/N=C/N(C)C)nn12 (stereo unspecified)	1.2	5	-22	·	0.73	-16	-2	3	1
CCOC(=O)CSc1nnc2n(C3CCCCC3)c(=O)c3c4c(sc3n12)CCCC4	0.4	·	·	-7	0.11	63*	·	54*	0.5
Cc1ccc(S(=O)(=O)NC(CC(C)C)C(=O)Nc2nccs2)cc1 (stereo unspecified)	0.2	-16	7	-2	-0.24	81*	-7	43	0.6
COc1ccc2nc(NCc3ccccc3)[nH]c2c1	0.8	-28	-124	2	0.3	22	21	78*	0.2
Cc1ncc([N+](=O)[O-])n1CC(=O)NC1CCCC1	1.1	11	0	·	-0.59	-14	-9	-7	1.1
CCn1nccc1C(=O)Nc1ccc(S(=O)(=O)NC23CC4CC(CC(C4)C2)C3)cc1	·	-36	-56	4	-0.078	·	1	·	·
CS(=O)(=O)c1nc(-c2cccs2)cc(C(F)(F)F)n1	1	8	0	13	-0.29	5	0	12	0.9
COc1cccc(C2CC(c3cccs3)Nc3ncnn32)c1 (stereo unspecified)	1	-32	-49	7	·	0	7	32	0.7
CCN1CCN(c2cc(=O)n(-c3cc(Cl)ccc3C)c(=O)[nH]2)CC1	0.4	10	13	·	-0.83	60*	4	20	0.8
CCN(CC)S(=O)(=O)c1cccc(C(=O)NC2CCCCC2)c1	0.4	2	-13	3	0.022	58*	-3	38	0.6

Four compounds drawn at random from those above, as already listed:
SMILES	CYP2C9 activ	TNFa cytotox	HUVEC tox IL1B	Candida biofilm	hDAT+cocaine	CYP2C9 inhib	VCAM1 TNFa inh	CYP2C19 inhib	CYP2C19 activ
COc1cccc(C2CC(c3cccs3)Nc3ncnn32)c1 (stereo unspecified)	1	-32	-49	7	·	0	7	32	0.7
Cc1ccc(S(=O)(=O)NC(CC(C)C)C(=O)Nc2nccs2)cc1 (stereo unspecified)	0.2	-16	7	-2	-0.24	81*	-7	43	0.6
COc1ccc2nc(NCc3ccccc3)[nH]c2c1	0.8	-28	-124	2	0.3	22	21	78*	0.2
CC(Oc1ccccc1)c1ccnc2nc(/N=C/N(C)C)nn12 (stereo unspecified)	1.2	5	-22	·	0.73	-16	-2	3	1

Remaining list, next part:
SMILES	CYP2C9 activ	TNFa cytotox	HUVEC tox IL1B	Candida biofilm	hDAT+cocaine	CYP2C9 inhib	VCAM1 TNFa inh	CYP2C19 inhib	CYP2C19 activ
C=CCSc1n[nH]c(-c2ccc(OCCC)cc2)n1	0.7	·	21	9	0.52	32	-16	4	1
COc1cccc(N2C(=O)CC(N3CCN(C(=O)c4ccco4)CC3)C2=O)c1 (stereo unspecified)	0.6	1	-17	7	-2.1	36	34	39	0.6
COC(=O)C1Sc2[nH]c(=O)sc2C(c2ccc(Cl)cc2)C1C(=O)OC (stereo unspecified)	0.1	-20	0	5	-0.0012	93*	11	75*	0.3
CC(C)(C)n1nc2c(c1NC(=O)Cc1ccc(F)cc1)CSC2	0.3	-40	2	13	-0.17	68*	7	64*	0.4
O=C(Cn1c(=O)oc2cc(S(=O)(=O)N3CCCC3)ccc21)Nc1cccc(C(F)(F)F)c1	0.7	9	9	11	-0.002	31	-15	-5	1.1
Cc1ccc(S(=O)(=O)NC(=O)NCc2ccc(Cl)cc2)cc1	0.9	-22	7	1	-1.3	11	16	-6	1.1
COC(=O)Nc1ccc(S(=O)(=O)N(CCO)CCO)cc1	0.9	0	7	-4	-0.063	12	9	1	1
Cc1cc(NC(=O)c2ccc3nc(C)sc3c2)no1	1	-58	-16	-6	0.17	1	-11	4	1
Cc1noc(C)c1CSCC(=O)NC1=NCCS1	0.7	-3	-5	3	-1.6	28	-4	35	0.7
COc1ccc(/C=N/NC(=O)c2cc(C34CC5CC(CC(C5)C3)C4)[nH]n2)cc1O	0.4	-21	-1	·	0.84	59*	12	40	0.6
Oc1ccc(Br)cc1-c1cc(-c2ccc(Cl)cc2)n[nH]1	0.9	-1	-5	8	-0.69	13	-1	2	1
O=C(C1CCCO1)N(Cc1ccccc1)c1ccccc1 (stereo unspecified)	1	0	-23	8	0.45	-4	-19	0	1
c1ccc(-n2c(Sc3cnccn3)nnc2-c2cccs2)cc1	0.7	9	2	4	0.3	26	-3	71*	0.3
C=CCn1c(N)c(C(=O)Nc2cccc(C)c2)c2nc3ccccc3nc21	0.8	-5	21	·	0.33	17	-18	-7	1.1
COc1ccccc1N1CCN(C(c2ccccn2)c2nnnn2C2CCCCC2)CC1 (stereo unspecified)	0.5	-14	20	3	0.66	49	-11	42	0.6
S=C(NCc1ccccn1)Nc1ccc(Cl)cc1	0.7	-10	-32	·	0.97	28	-49	60*	0.4
CCC1CCCCN1C(=O)C1CC(c2cc(Cl)c(OC)cc2OC)=NO1 (stereo unspecified)	1.9	-13	13	2	0.66	-94	3	72*	0.3
S=C(NCc1cccnc1)Nc1ccc(Cl)c(Cl)c1	0	-29	-27	·	-0.37	98*	-25	92*	0.1
CCCOc1cc(C)c(Cl)cc1S(=O)(=O)N(CC)CC	·	-45	-20	0	-0.62	·	-10	·	·
COc1ccc(-n2c(COc3cccc(C)c3)nnc2SCC(=O)NCc2ccco2)cc1	0.8	·	-9	7	-0.044	21	·	28	0.7
Cc1cc(C)cc(OCCCC(=O)O)c1	0.9	-19	1	-2	-0.0095	6	7	0	1
CN(C)c1nc(C(=O)Nc2ccccc2)nc(N(C)C)n1	0.8	-5	-72	·	0.07	16	6	18	0.8
CCCCN(C(=O)CNC(=O)c1ccco1)C(C(=O)NC1CCCCC1)c1ccc(OC)cc1OC (stereo unspecified)	0.9	-15	10	-3	2	8	-6	16	0.8
CN1CCN(C(=O)c2cc(-c3ccco3)on2)CC1	1.3	4	0	5	-0.51	-30	10	-11	1.1
Cc1c(NC(=O)c2ccc3c(c2)OCO3)cccc1-c1nc2ncccc2o1	0.6	-12	23	11	0.56	42	6	43	0.6
O=c1ccc(/C=C/c2ccccc2)nn1Cc1ccccc1Cl	0.5	2	·	3	0.75	52*	-16	35	0.6
Cc1ccc(NC(=O)CSc2nnc(Cn3cnc4ccccc43)o2)cc1	0.4	-13	0	4	-0.53	65*	10	36	0.6
O=C(CN(C(=O)CCC(=O)Nc1ccccn1)c1ccc2c(c1)OCCO2)NCCc1ccccc1	0.8	·	·	1	2.2	23	·	36	0.6
O=c1nc2s/c(=C\c3ccco3)c(=O)n2nc1Cc1ccccc1	1.1	-22	-8	-1	-0.11	-6	0	-6	1.1
Cc1ccc(-c2noc(CSc3nnc(Cc4cccs4)n3-c3ccccc3)n2)cc1	0.5	-11	-20	4	-0.21	49	-6	72*	0.3
CC1=CC(C)(C)N(S(=O)(=O)c2ccc(C)cc2)c2ccc(C)cc21	0.6	29	-2	4	-0.68	40	26	38	0.6
CCOC(=O)N1CCC(NC(=O)c2cc(C(=O)Nc3cccc(OC)c3)ccc2CO)CC1	0.7	-9	8	2	0.56	32	13	8	0.9
CCOC(=O)c1ccc(COc2nc3ccccc3nc2-c2ccccc2NC(C)=O)o1	0.7	9	-19	10	-0.074	29	-24	26	0.7
CCCOc1ccc(C2c3c(oc4ccccc4c3=O)C(=O)N2CCN(CC)CC)cc1OC (stereo unspecified)	1.1	-4	-45	7	1.8	-13	1	-14	1.1
COc1ccc2oc(=O)c(NC(=O)C3CCCCC3)cc2c1	1	-19	-5	·	0.6	-3	8	0	1
CCCCn1c(SCC(N)=O)nnc1-c1cc(OC)c(OC)c(OC)c1	1.1	-24	-61	4	0.21	-10	-10	-7	1.1
CCn1c(SCC(=O)NCCOc2ccccc2)nc2ccccc2c1=O	0.4	30	6	·	0.46	57*	47	69*	0.3
CCCCN(CC)C(=O)Cc1c(C(=O)O)[nH]c2ccc(Cl)cc12	0	-5	15	10	-0.41	95*	22	96*	0
Cc1ccc2oc(=O)c3cnn(CC(=O)N(Cc4ccco4)C4CCCCC4)c3c2c1	0.8	-8	-4	10	-0.72	20	7	7	0.9
Oc1ccc2ccccc2c1C1Nc2cccc3cccc(c23)N1	0.3	-12	13	4	-0.27	72*	11	25	0.8
Cc1ccc(CNCCC2=CCCCC2)cc1	1	6	9	·	-0.57	-4	-2	94*	0.1
COC(=O)CNC(=O)CNC(=O)Nc1ccccc1	0.9	-26	-47	4	-0.074	10	11	3	1
O=C(CCn1c(SCC(=O)c2ccccc2)nc2ccccc2c1=O)NCc1ccc(F)cc1	0.1	1	3	9	0.28	92*	22	60*	0.4
CC1=C/C(=C\c2ccc3c(c2)OCO3)C(=O)S1	1	-17	-7	9	·	4	-6	9	0.9
Cc1ccc(N(CC(=O)N2CCN(C3CCCCC3)CC2)S(=O)(=O)c2cccnc2)cc1	0.3	-29	7	1	-0.54	74*	18	31	0.7
N=C1C(=O)OCC1c1cc(Cl)ccc1NC(=O)Nc1ccccc1 (stereo unspecified)	·	-7	-9	-3	0.016	·	2	·	·
Cc1nc(NC(=O)c2cc(-n3cnnc3)ccc2Cl)ccc1Br	·	-3	-22	6	0.023	·	19	·	·
